Screening results from PubChem.
GLS inhibitor – glutaminase GLS (human) inhibition. GLS enzymatic activity, qHTS titration. O94925. Potency, µM (titrated, usually from 45.5 µM), for inactives: top-dose activity change, negative = inhibition, usual class: inhibitors. 410,000 compounds, 0.21% hits; further: potency means the concentration at half of the fitted maximal effect; on the % scale 0 is the no-effect control and ±100 the full control effect
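hKGA; 45 mM KH2PO4 pH 8.2 + 0.02% Tween-20; cpd via pin tool; 1 mM Gln soln; GluOx/HRP/Amplex Red; RT 30 min; fluor. t0 & final.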
Pin1 inh – inhibitors of human Pin1; Potency, µM (titrated, usually from 115 µM), for the others: top-dose activity, negative = inhibition, hits mostly inhibitors; 390,000 compounds, 0.009% hits; Q13526; Pin1 FP peptide displacement, HiFluor488, 10 min; active means well fitted inhibition curve with a large enough effect in the polarisation, with a control signal flat, not every such curve was filed as active; inconclusive means small, poorly fitted or top-dose-only effect, or effect the other way, or a change in a side signal; inactive means no such curve, though single readings can be large or run the other way; the % refers to the polarisation; further: potency means the concentration at half of the fitted maximal effect; on the % scale 0 is the no-effect control and ±100 the full control effect
Target sequence (Q13526 whole entry, looked up): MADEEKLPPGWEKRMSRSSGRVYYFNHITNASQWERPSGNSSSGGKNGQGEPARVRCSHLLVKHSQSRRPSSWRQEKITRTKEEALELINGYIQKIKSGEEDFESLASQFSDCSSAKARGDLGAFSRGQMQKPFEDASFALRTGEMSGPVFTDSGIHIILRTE
JMJD2A Tudor inh – blocks the human JMJD2A Tudor domain; O75164; Potency, µM (doses to about 114 µM), inactives show top-dose activity change, negative = inhibition, actives largely listed as inhibitors; AID 504339; AlphaScreen JMJD2A-Tudor / H3K4me3 peptide binding; 390,000 compounds, 4.4% hits; further: potency means the concentration at half of the fitted maximal effect; on the % scale 0 is the no-effect control and ±100 the full control effect; nearly all actives have a fitted effect of over 50% in size
Tb PGK inh – T. brucei PGK inhibition; AID 602233; PGK/GAPDH coupled, Kinase-Glo luminescence, 60 min; 380,000 compounds, 0.043% hits; Potency, µM (series often up to 57.5 µM), for the others: at the highest dose activity change, negative = inhibition, actives largely listed as inhibitors; P07378; further: potency means the concentration at half of the fitted maximal effect; on the % scale 0 is the no-effect control and ±100 the full control effect; nearly all actives have a fitted effect of over 60% in size
Target sequence (P07378 whole entry, looked up): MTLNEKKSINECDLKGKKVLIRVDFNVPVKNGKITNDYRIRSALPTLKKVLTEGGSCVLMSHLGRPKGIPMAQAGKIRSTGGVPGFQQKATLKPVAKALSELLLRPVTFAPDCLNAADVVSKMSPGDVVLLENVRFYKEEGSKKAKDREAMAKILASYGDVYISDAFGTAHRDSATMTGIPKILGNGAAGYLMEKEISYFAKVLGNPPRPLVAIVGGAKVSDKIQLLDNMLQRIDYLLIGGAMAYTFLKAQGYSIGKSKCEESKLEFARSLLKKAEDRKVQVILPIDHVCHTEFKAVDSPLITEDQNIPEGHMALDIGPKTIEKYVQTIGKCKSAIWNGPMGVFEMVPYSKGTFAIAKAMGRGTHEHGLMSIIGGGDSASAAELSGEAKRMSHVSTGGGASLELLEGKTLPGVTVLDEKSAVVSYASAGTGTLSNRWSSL
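Recombinant glycosomal PGK reaction used 1,3-bisphosphoglycerate generated in-well by GAPDH (100nM final) in 100mM TEA pH 7.6, 5mM MgCl2, 0.01% Tween-20. After 60 minutes at room temperature, ATP was read by Kinase-Glo Plus luminescence end-point.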
BAZ2B inh – blocks human BAZ2B. AID 504333. Q9UIF8. Potency, µM (highest dose often 114 µM), for inactives: at the highest dose activity change, negative = inhibition, most hits filed as inhibitors. AlphaScreen BAZ2B-H3K14Ac peptide displacement. 360,000 compounds, 4.4% hits; further: potency means the concentration at half of the fitted maximal effect; on the % scale 0 is the no-effect control and ±100 the full control effect; nearly all actives have a fitted effect of over 60% in size
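Inhibition is scored as reduced AlphaScreen emission. The BAZ2B/b-H3(5-23)K14Ac complex (50 nM each) in PBS pH 7.4, 0.01% Tween-20 meets compound (up to 110 uM) for 30 min at RT before bead addition.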
G9a inh – blocks human histone lysine methyltransferase G9a | 350,000 compounds, 8.8% hits | Potency, µM (titrated, usually from 102 µM), for the others: at the top dose activity, negative = inhibition, hits mostly inhibitors | G9a H3K9 monomethylation, AlphaScreen, 2 h | AID 504332 | Q96KQ7; further: potency means the concentration at half of the fitted maximal effect; on the % scale 0 is the no-effect control and ±100 the full control effect; nearly all actives have a fitted effect of over 75% in size
Target sequence (Q96KQ7 913-1193 limits assumed): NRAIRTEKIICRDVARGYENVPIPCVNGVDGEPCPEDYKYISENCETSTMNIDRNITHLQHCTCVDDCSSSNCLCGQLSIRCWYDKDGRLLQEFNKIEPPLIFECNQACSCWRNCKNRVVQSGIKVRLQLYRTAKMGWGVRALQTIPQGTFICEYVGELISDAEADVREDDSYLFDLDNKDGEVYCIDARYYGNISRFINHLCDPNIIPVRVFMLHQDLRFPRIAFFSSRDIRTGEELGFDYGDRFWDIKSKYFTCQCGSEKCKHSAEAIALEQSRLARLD
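Signal arises when biotinylated H3K9 peptide, once monomethylated, bridges streptavidin donor and antibody-captured acceptor beads. Enzyme at 20 nM was preincubated 15 min with test compounds; peptide 500 nM and SAM 20 uM then reacted for 2 h.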
PI4K2A block – inhibitors of human PI4K2A; Q9BTU6; AID 1346378; activity change, negative = inhibition, % at 76.9 µM; purified PI4K2A, ADP-Glo luminescence, 1 h; hits give low values; 420,000 compounds, 0.13% hits; in the data active means activity change below about -50%; inconclusive means mostly about -30% to -49%;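 further: -100% = wells without enzyme as full effect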
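ADP-Glo luminescence measured ADP generated by PI4K2A enzyme (4 ug/mL before mixing) with 1.2 mM PI substrate (pre-mix) and 300 microM ATP (pre-mix). Tris pH7.5 buffer with MgCl2, Triton X-100; 1 h reaction at ambient temperature.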
ERG Ets-DNA blk – inhibitors of human ERG Ets domain-DNA interaction; fluorescence polarization, His-ERG Ets domain / labelled DNA; Potency, µM (titrated, usually from 76.9 µM), for the others: top-dose FP activity, negative = inhibition, usual class: inhibitors; 370,000 compounds, 0.028% hits; AID 624246; active means well fitted inhibition curve with a large enough effect in the polarisation, with a control signal flat; inconclusive means small, poorly fitted or top-dose-only effect, or effect the other way, or a change in a side signal; inactive means no such curve, though single readings can be large or run the other way; the % refers to the polarisation;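 further: polarization taken with two DNA probes labelled with fluorescein and Texas red; potency means the concentration at half of the fitted maximal effect; % of control where 0% means no effect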
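His-tagged ERG Ets domain (1 uM in the protein solution; 300mM KCl, 50mM Tris-HCl, 1mM EDTA, 1mM DTT, pH 7.5) received compound, then a probe mix of 5 nM fluorescein-DNA and 100nM Texas-615-DNA. Fluorescence polarization was read for both dyes.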
HP1b binding inh – HP1-beta chromodomain-methylated histone interaction inhibition; P83916; AlphaScreen HP1-beta / biotin-H3K9me3 peptide binding; 390,000 compounds, 0.56% hits; Potency, µM (highest dose often 114 µM), for inactives: top-dose activity change, negative = inhibition, usual class: inhibitors; further: potency means the concentration at half of the fitted maximal effect; nearly all actives have a fitted effect of over 70% in size; inactives centre near 23
Target sequence (P83916 whole entry, looked up): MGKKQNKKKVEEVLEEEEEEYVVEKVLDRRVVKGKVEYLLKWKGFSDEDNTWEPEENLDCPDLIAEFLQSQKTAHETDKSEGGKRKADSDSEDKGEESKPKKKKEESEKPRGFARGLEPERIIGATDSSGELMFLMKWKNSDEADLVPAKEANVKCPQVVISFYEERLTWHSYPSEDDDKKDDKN
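Compound inhibition of the preformed complex between 50 nM HP1-beta and 50 nM biotinylated H3K9me3 peptide was read by AlphaScreen. Buffer was PBS pH 7.4 with 0.01% Tween-20. Incubations ran 30 min at room temperature, with 10 ug/mL donor/acceptor beads.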
* hit, by the source's call; [ ] = another dose, or the depositor's remark. Unless noted, the call rests on the fitted dose curve; in most records, active means well fitted curve in the direction sought with a large enough effect; inconclusive means small, poorly fitted or top-dose-only effect, or another doubt; inactive means no such curve, though single readings can be large; an effect the other way counts as inactive or inconclusive.

What do the screens show for `COc1cccc(OC)c1C(=O)Nc1cccc(NC(=O)c2cccs2)c1`?
GLS inhibitor: -3%; Pin1 inh: 3%; JMJD2A Tudor inh: -7%; Tb PGK inh: inactive; BAZ2B inh: -17%; G9a inh: 12%; PI4K2A block: 1; ERG Ets-DNA blk: -3%; HP1b binding inh: 36%

What do the screens show for `Cc1onc(-c2ccccc2)c1NC(=O)N(CCC(=O)O)Cc1ccccc1`?
GLS inhibitor: -1%; Pin1 inh: -3%; JMJD2A Tudor inh: 6%; Tb PGK inh: -7%; BAZ2B inh: -1%; G9a inh: 14%; PI4K2A block: 10; ERG Ets-DNA blk: 5%; HP1b binding inh: 21%

How did Cc1ccc(N(CC(=O)NCc2ccc(F)cc2)S(=O)(=O)c2c(C)n[nH]c2C)cc1 do in these assays?
GLS inhibitor: -15%; Pin1 inh: -4%; JMJD2A Tudor inh: -18%; Tb PGK inh: -5%; BAZ2B inh: 21%[57.1 µM]; G9a inh: 12%; PI4K2A block: -3; ERG Ets-DNA blk: 19%; HP1b binding inh: 63%[activator]

What do the screens show for `Cc1cccc(Nc2c(-c3cccs3)nc3nc(C)cc(C)n23)c1`?
GLS inhibitor: 15%; Pin1 inh: 17%; JMJD2A Tudor inh: 4%; Tb PGK inh: -5%; BAZ2B inh: 20%; G9a inh: 9%[59 µM]; PI4K2A block: -4; ERG Ets-DNA blk: 7%; HP1b binding inh: 66%[activator]

Results for CC1(C)C(=O)NCCN1C(=O)CCCC(=O)O ?
GLS inhibitor: 6%; Pin1 inh: -8%; JMJD2A Tudor inh: -8%; Tb PGK inh: -1%; BAZ2B inh: -24%; G9a inh: -2%; PI4K2A block: 3; ERG Ets-DNA blk: -6%; HP1b binding inh: 34%

Results for CC(C)CCn1c(=O)c2ccccc2n2c(CN3C(=O)NC4(CCC(C)CC4)C3=O)nnc12 (centres undefined) ?
GLS inhibitor: 0%; Pin1 inh: 0%; JMJD2A Tudor inh: -6%; Tb PGK inh: -1%; G9a inh: -8%[59 µM]; PI4K2A block: -2; ERG Ets-DNA blk: -5%; HP1b binding inh: 49%[activator]

Results for CCOC(=O)CSc1nnc(SCCN2C(=O)c3ccccc3C2=O)s1 ?
GLS inhibitor: -19%; Pin1 inh: -6%; JMJD2A Tudor inh: 9%[11.4 µM]; Tb PGK inh: -6%; BAZ2B inh: -1%; G9a inh: inconclusive; PI4K2A block: -3; ERG Ets-DNA blk: -3%; HP1b binding inh: 52%[activator]

How did Brc1cc(Br)c2nc3c(cc2c1)CCC3 do in these assays?
GLS inhibitor: -7%; Pin1 inh: 19%; JMJD2A Tudor inh: 117%[activator]; Tb PGK inh: -10%; BAZ2B inh: 113%[activator]; G9a inh: 121%[activator]; PI4K2A block: 0; ERG Ets-DNA blk: -4%; HP1b binding inh: 192%[activator]

What do the screens show for `CC(C)C(=O)N1CCN(c2ccccc2NC(=S)NC(=O)c2cccs2)CC1`?
GLS inhibitor: 15%; Pin1 inh: 12%; JMJD2A Tudor inh: -32%; Tb PGK inh: -6%; BAZ2B inh: -35%; G9a inh: -3%[12.7 µM]; PI4K2A block: -1; ERG Ets-DNA blk: 10%; HP1b binding inh: inconclusive

What do the screens show for `CCOC(=O)c1ccc(Oc2cn[nH]c2-c2ccc(O)cc2O)cc1`?
GLS inhibitor: 20%; Pin1 inh: -3%; JMJD2A Tudor inh: -26%; Tb PGK inh: -1%; BAZ2B inh: -34%; G9a inh: 16%[59 µM]; PI4K2A block: 2; ERG Ets-DNA blk: 0%; HP1b binding inh: 13%

How did C=CCNC(=O)/C(=C/c1ccccc1OCC)NC(=O)c1ccccc1 do in these assays?
GLS inhibitor: 3%; Pin1 inh: -8%; JMJD2A Tudor inh: -10%; Tb PGK inh: -2%; BAZ2B inh: 4%; G9a inh: 16%; PI4K2A block: 3; HP1b binding inh: 36%

How did CC1(C)CC(=O)C2=C(C1)N=C1c3ccccc3C(=O)C1C2c1ccc(Cl)cc1 (centres undefined) do in these assays?
GLS inhibitor: 8%; Pin1 inh: -10%; JMJD2A Tudor inh: inconclusive; Tb PGK inh: -8%; BAZ2B inh: 13µM*; G9a inh: 10µM*; PI4K2A block: -3; ERG Ets-DNA blk: -5%; HP1b binding inh: inconclusive

Results for CCCCOc1cccc(C2C(C(=O)c3ccc(C)o3)=C(O)C(=O)N2c2nnc(C)s2)c1 (centres undefined) ?
GLS inhibitor: -7%; Pin1 inh: 6%; JMJD2A Tudor inh: inconclusive; Tb PGK inh: 3%; BAZ2B inh: -24%; PI4K2A block: -4; ERG Ets-DNA blk: 44%[activator]; HP1b binding inh: 4%

How did O=C(/C=C/c1ccccc1)Nc1cccc(C(=O)NC2CC2)c1 do in these assays?
GLS inhibitor: 2%; Pin1 inh: -1%; JMJD2A Tudor inh: -17%; Tb PGK inh: -4%; PI4K2A block: -2; ERG Ets-DNA blk: 1%; HP1b binding inh: 23%

Results for CCCCc1ccc(NC(=O)c2c(C)noc2C)cc1 ?
GLS inhibitor: -6%; Pin1 inh: -1%; JMJD2A Tudor inh: -12%; Tb PGK inh: 1%; BAZ2B inh: 13%; G9a inh: 18%[59 µM]; PI4K2A block: -6; ERG Ets-DNA blk: -7%; HP1b binding inh: 22%

Sorted by count of non-hydrogen atoms (rising): some entries from above.
How did O=C(/C=C/c1ccccc1)Nc1cccc(C(=O)NC2CC2)c1 do in these assays?
GLS inhibitor: 2%; Pin1 inh: -1%; JMJD2A Tudor inh: -17%; Tb PGK inh: -4%; PI4K2A block: -2; ERG Ets-DNA blk: 1%; HP1b binding inh: 23%

What do the screens show for `COc1cccc(OC)c1C(=O)Nc1cccc(NC(=O)c2cccs2)c1`?
GLS inhibitor: -3%; Pin1 inh: 3%; JMJD2A Tudor inh: -7%; Tb PGK inh: inactive; BAZ2B inh: -17%; G9a inh: 12%; PI4K2A block: 1; ERG Ets-DNA blk: -3%; HP1b binding inh: 36%

Results for CCCCOc1cccc(C2C(C(=O)c3ccc(C)o3)=C(O)C(=O)N2c2nnc(C)s2)c1 (centres undefined) ?
GLS inhibitor: -7%; Pin1 inh: 6%; JMJD2A Tudor inh: inconclusive; Tb PGK inh: 3%; BAZ2B inh: -24%; PI4K2A block: -4; ERG Ets-DNA blk: 44%[activator]; HP1b binding inh: 4%

Other compounds.
How did C[C@H](CO)N1C[C@H](C)[C@@H](CN(C)C(=O)NC2CCCCC2)Oc2ccc(NC(=O)Nc3ccc(C(F)(F)F)cc3)cc2C1=O do in these assays?
GLS inhibitor: -7%; Pin1 inh: 4%; JMJD2A Tudor inh: -22%; Tb PGK inh: -5%; PI4K2A block: 5; ERG Ets-DNA blk: -14%; HP1b binding inh: 32%

Results for CC1CCCC(NC(=O)COC(=O)c2ccc3ccccc3n2)C1C (centres undefined) ?
Pin1 inh: inconclusive; JMJD2A Tudor inh: -19%; Tb PGK inh: 4%; BAZ2B inh: -4%; G9a inh: inconclusive; PI4K2A block: -3; ERG Ets-DNA blk: 12%; HP1b binding inh: 18%

What do the screens show for `CCc1nnc(NC(=O)c2cc(S(=O)(=O)N3CCN(c4ccccc4)CC3)ccc2Cl)s1`?
GLS inhibitor: 11%; Pin1 inh: 51%[activator]; JMJD2A Tudor inh: -20%; Tb PGK inh: -3%; BAZ2B inh: -20%; G9a inh: inconclusive; PI4K2A block: 0; ERG Ets-DNA blk: 5%; HP1b binding inh: 10%

What do the screens show for `Cc1cc(C)cc(NC(=O)CN(Cc2ccccc2)S(C)(=O)=O)c1`?
GLS inhibitor: 1%; Pin1 inh: inconclusive; JMJD2A Tudor inh: -9%[11.4 µM]; Tb PGK inh: -7%; BAZ2B inh: 1%; G9a inh: 7%[59 µM]; PI4K2A block: -1; ERG Ets-DNA blk: -1%; HP1b binding inh: 42%[activator]

How did O=C(CN1CCN(c2ncccn2)CC1)NCc1ccc2c(c1)OCO2 do in these assays?
GLS inhibitor: 7%; Pin1 inh: 8%; JMJD2A Tudor inh: -6%; Tb PGK inh: 0%; BAZ2B inh: -18%; G9a inh: 8%; PI4K2A block: -2; ERG Ets-DNA blk: 3%; HP1b binding inh: 26%

Results for CC(C)C[C@H](NC(=O)c1[nH]cnc1C(=O)N[C@@H](Cc1ccccc1)C(=O)OCc1ccccc1)C(=O)OC(C)(C)C ?
GLS inhibitor: -7%; Pin1 inh: inconclusive; JMJD2A Tudor inh: -33%; Tb PGK inh: -1%; BAZ2B inh: -26%; G9a inh: -3%; PI4K2A block: -1; ERG Ets-DNA blk: -18%; HP1b binding inh: 43%[activator]

What do the screens show for `Cc1ccc(/C=N/NC(=O)NC2CCCCC2)o1`?
GLS inhibitor: -12%; Pin1 inh: -3%; JMJD2A Tudor inh: -14%; Tb PGK inh: -3%; BAZ2B inh: 3%; G9a inh: inconclusive; PI4K2A block: -15; ERG Ets-DNA blk: 45%[activator]; HP1b binding inh: -8%

What do the screens show for `COC(=O)[C@@H](NC(=O)c1ccc(OC2CCN(Cc3ccccn3)CC2)cc1)C(C)C`?
GLS inhibitor: -3%; Pin1 inh: -1%; JMJD2A Tudor inh: -23%; Tb PGK inh: -1%; BAZ2B inh: 0%; G9a inh: 12%; PI4K2A block: 0; ERG Ets-DNA blk: 4%; HP1b binding inh: 14%

How did Cc1cc(C)cc(-n2ccnc2SCC(=O)O)c1 do in these assays?
GLS inhibitor: -6%; Pin1 inh: -6%; JMJD2A Tudor inh: -8%; Tb PGK inh: -8%; BAZ2B inh: -15%; G9a inh: -4%; PI4K2A block: 11; ERG Ets-DNA blk: -1%; HP1b binding inh: 48%[activator]
